Source: PubChem BioAssay
mIAP act = activators of mouse IAP, primary screen, biochemical, luminescence, uHTS; intestinal alkaline phosphatase [Mus musculus]; actives 0.24% (n = 330,000); activation factor at 10 µM; AID 2805, 2010; muIAP, CDP-Star luminescence, 30 min; stronger effect = higher value; 1 = vehicle-only enzyme signal, 0 = enzyme-free wells;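 active = activation factor of at least 2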; also: the source names both 10 and 20 µM as test concentration; values of inactives mirror those of a sister screen read the other way
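System: mouse IAP enzyme. Reagent: CDP-Star chemiluminescent phosphatase substrate. Benchmarks: DMSO wells, no-enzyme wells. Times: 30 min enzyme-substrate-compound incubation at room temperature. Detection: luminescence from enzymatic CDP-Star hydrolysis. Doses: test compounds delivered from DMSO solution.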
APOBEC3A inh = APOBEC3A ssDNA deaminase inhibitors, primary screen, selectivity assay for APOBEC3G inhibitor project, biochemical, FAM/TAMRA oligo cleavage fluorescence; inhibition, % at 20 µM; actives 0.41% (n = 330,000); DNA dC->dU-editing enzyme APOBEC-3A (Homo sapiens), P31941; recombinant A3A, FAM/TAMRA ssDNA deamination fluorescence;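 active = at least 40% inhibition at 20 µM here, with at most 30% in a related deaminase screen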;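 also: plate controls were A3A with DMSO for no effect and wells lacking A3A enzyme for full effect; some results filed as inactive read as strong as hits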
A3G deaminase = APOBEC3G DNA deaminase inhibitors, primary screen, biochemical, fluorescence, single-stranded DNA substrate, uHTS; DNA dC->dU-editing enzyme APOBEC-3G (Homo sapiens), Q9HC16; recombinant A3G, ssDNA deamination FAM/TAMRA fluorescence; inhibition, % at 20 µM; actives 0.28% (n = 330,000); AID 493012, 2011;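 active = inhibition of at least 40% at 20 µM, with no more than 30% in the related APOBEC3A deaminase screen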;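 also: plate controls were DMSO wells with A3G for no effect and wells lacking A3G enzyme for full effect; some compounds called inactive have numbers as strong as hits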
MIN6 prolif = inducers of MIN6 beta-cell proliferation, primary screen, ATP luminescence, uHTS; proliferation, % at 10 µM; actives 0.29% (n = 330,000); MIN6 cells proliferation, ATPlite luminescence, 48 h; cells starved in 0.2% serum; 100% = growth in 10% serum; AID 2380, 2010;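 active = compounds whose signal lies at least 3.5 SD above the mean of all wells on their plate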;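 also: 0% = DMSO-treated cells in low-serum medium and 100% = 10% serum control; some compounds called inactive have numbers as strong as hits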
hIAP inh = human IAP inhibitors, primary screen, biochemical, luminescence, uHTS | purified IAP, CDP-Star luminescence, 30 min | actives 0.12% (n = 330,000) | AID 2544, 2010 | Intestinal-type alkaline phosphatase (Homo sapiens), P09923 | inhibition, % at 10 µM;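 active = inhibition reaching a set limit with compound at 10 µM in the primary screen, cut at about 35% in these data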;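 also: plate controls were DMSO wells with enzyme for no effect and no-enzyme buffer wells for full effect; values of inactives mirror those of a sister screen read the other way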
Target sequence (P09923 whole entry, looked up): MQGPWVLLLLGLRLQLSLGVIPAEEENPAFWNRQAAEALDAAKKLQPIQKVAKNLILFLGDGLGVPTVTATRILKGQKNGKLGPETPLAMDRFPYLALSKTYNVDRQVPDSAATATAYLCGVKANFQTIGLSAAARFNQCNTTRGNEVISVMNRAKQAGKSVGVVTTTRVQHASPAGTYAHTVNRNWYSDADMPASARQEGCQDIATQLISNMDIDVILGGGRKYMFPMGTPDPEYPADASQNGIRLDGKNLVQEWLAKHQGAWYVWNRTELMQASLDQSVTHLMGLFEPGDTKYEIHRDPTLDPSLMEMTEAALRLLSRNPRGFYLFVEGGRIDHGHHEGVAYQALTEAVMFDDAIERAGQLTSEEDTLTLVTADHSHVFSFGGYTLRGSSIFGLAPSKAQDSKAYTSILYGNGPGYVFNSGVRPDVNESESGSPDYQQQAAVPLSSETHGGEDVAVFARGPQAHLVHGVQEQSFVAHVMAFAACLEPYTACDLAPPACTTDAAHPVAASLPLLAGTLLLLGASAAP
ATG4B inh = ATG4B protease inhibitors, primary screen, biochemical, fluorescence, uHTS. Cysteine protease ATG4B (Homo sapiens), Q9Y4P1. ATG4B cleavage of LC3-PLA2, NBD-HPC fluorescence, 1 h. inhibition, % at 8.33 µM. actives 0.51% (n = 340,000); in the data active = inhibition above about 40%
Target sequence (Q9Y4P1 whole entry, looked up): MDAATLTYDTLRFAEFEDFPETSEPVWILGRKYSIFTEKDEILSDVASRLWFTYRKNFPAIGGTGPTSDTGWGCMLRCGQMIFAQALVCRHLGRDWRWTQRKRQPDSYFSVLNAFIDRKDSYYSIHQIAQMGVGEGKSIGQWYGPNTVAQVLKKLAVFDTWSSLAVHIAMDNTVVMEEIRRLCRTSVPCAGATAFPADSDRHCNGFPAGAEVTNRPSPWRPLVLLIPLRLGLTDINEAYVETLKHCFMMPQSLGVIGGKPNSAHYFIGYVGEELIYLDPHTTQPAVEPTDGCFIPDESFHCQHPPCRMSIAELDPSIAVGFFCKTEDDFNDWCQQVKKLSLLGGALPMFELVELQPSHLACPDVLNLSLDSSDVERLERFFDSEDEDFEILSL
mIAP inh = inhibitors of mouse IAP, primary screen, biochemical, luminescence, uHTS. inhibition, % at 10 µM. intestinal alkaline phosphatase [Mus musculus]. actives 0.2% (n = 330,000). purified mouse IAP, CDP-Star luminescence, 30 min;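 active = inhibition of at least 40% at 10 µM in the primary screen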;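 also: plate controls were DMSO with enzyme for no effect and no enzyme wells for full effect; values of inactives mirror those of a sister screen read the other way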
MPTP block = mitochondrial permeability transition pore inhibitors, primary screen, biochemical, isolated mouse mitochondria, absorbance | Ca2+ swelling absorbance, 30 min | inhibition, % at 10 µM | actives 1.4% (n = 360,000) | AID 602449, 2012;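 active = inhibition of 50% or more, scaled per plate between neutral and stimulator controls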;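 also: 0% = DMSO wells given calcium and 100% = 1 mM EGTA wells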
hIAP act = human IAP activators, primary screen, biochemical, luminescence, uHTS; purified human IAP, CDP-Star luminescence, 30 min; stronger effect = higher value; 1 = vehicle-only enzyme, 0 = enzyme-free background; AID 2524, 2010; actives 0.16% (n = 330,000); activation factor at 10 µM;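 active = activation factor of the enzyme at least 2-fold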; also: the source names both 10 and 20 µM as test concentration; values of inactives mirror those of a sister screen read the other way
Numbers without * were called inactive; nt = no result given.

Compound	mIAP act	APOBEC3A inh	A3G deaminase	MIN6 prolif	hIAP inh	ATG4B inh	mIAP inh	MPTP block	hIAP act
O=C(NCCO)/C(=C\c1ccc([N+](=O)[O-])o1)NC(=O)c1ccccc1	0.98	1	1	-3	12	-8	2	-1.0	0.88
COc1ccc(N2CCCCn3c2nc2c3c(=O)n(C)c(=O)n2C)cc1	0.99	1	-1	0	10	-8	1	-0.7	0.9
NNc1nnnc2c1sc1nc(N3CCOCC3)c3c(c12)CCCC3	0.79	-4	-11	-4	0	-13	21	nt	0.99
Cc1cc(NC(=O)CCC(=O)N(c2ccccc2)C(C(=O)NC2CCCC2)c2ccccc2F)no1 (centres undefined)	1	-2	-12	-5	-5	4	0	-0.5	1
Cc1ccc(NC(=O)C2CCN(S(=O)(=O)c3ccc4[nH]c(=O)oc4c3)CC2)cc1F	0.94	-6	-9	-4	-8	-6	6	-2.3	1.1
O=Cc1cn(-c2ccccc2)nc1-c1ccncc1	1.1	2	-12	-2	-11	-8	-6	-0.1	1.1
CCN(CC)c1ccc(NC(=O)C2=CCN(S(=O)(=O)c3ccc(F)cc3)CC2)c(C)c1	1.2	-5	-3	-1	4	-15	-17	-1.2	0.96
Nc1nonc1-c1nc2ccccc2n1Cc1ccccc1	1	-2	-3	-2	-16	0	-1	0.5	1.2
Cc1ccc(Cl)cc1N1CCN(C(=O)C2CCN(S(=O)(=O)c3cnc[nH]3)CC2)CC1	0.9	-2	-2	3	-6	-2	10	1.2	1.1
CN1CCN(CC#CCC2(O)c3ccccc3-c3ccccc32)CC1	0.96	1	-9	-1	3	4	4	0.2	0.97
O=C(CCNS(=O)(=O)c1cccs1)NC1CCN(Cc2ccccc2)CC1	1	-2	-8	-3	-17	-3	-2	-1.8	1.2
Fc1ccccc1-c1nc2c(s1)CCc1onc(-c3ccc(Br)cc3)c1-2	1	0	-7	0	-10	3	0	1.2	1.1
C=CCc1ccc(OCC(O)CN2CCC(Cc3ccccc3)CC2)c(OC)c1 (centres undefined)	1	-1	6	-4	18	-3	0	1.3	0.82
CC(C)C(=O)Nc1ccc(Cl)cc1-c1nc2ccccc2[nH]c1=O	0.96	3	-3	-3	14	-1	4	-0.5	0.85
Nc1nc(-c2ccc(-n3nncc3-c3ccco3)cc2)cs1	0.92	7	1	0	-3	-2	8	nt	1
Cc1c(C(=O)NC2CCCc3ccccc32)oc2ccccc12 (centres undefined)	0.94	2	-1	-2	2	6	6	8.2	0.98
COc1ccc2[nH]c(C(=O)N/N=C/c3ccc(O)cc3O)cc2c1	0.82	-3	-4	-3	-104	22	18	0.9	2*
Cc1ccc(Cn2nnc3c(=O)[nH]c(C4CCN(S(=O)(=O)c5cc(C)ccc5C)CC4)nc32)cc1	0.96	4	-4	-6	6	-2	4	-2.6	0.94
CC(C)(C)NC(=O)C(c1ccco1)N(C(=O)Cn1nnc(-c2ccc(F)cc2)n1)c1ccccc1 (centres undefined)	1	2	1	-4	-10	0	-4	nt	1.1
NC12CCc3c(no[n+]3[O-])C1(O)CC(c1ccccc1)=[N+]2[O-] (centres undefined)	1	2	-3	-2	12	-9	-1	0.4	0.88
Cc1ccc(S(=O)(=O)N2CCN(C(=O)c3ccccc3Cc3ccccc3)CC2)c(C)c1	0.99	-5	-8	-4	8	-19	0	-2.1	0.92
COc1ccc(-c2ccc(C)cc2)cc1[C@H]1[C@@H]2C=CCC[C@@]2(C)C(=O)N1Cc1ccccc1	1	2	-5	-8	25	0	-4	0.7	0.75
NC(=S)c1cnn2c(-c3cccc(C(F)(F)F)c3)ccnc12	0.82	-1	-1	-2	13	-1	18	2.6	0.87
Cc1cc(NC(=O)CCC(=O)N(Cc2ccc(F)cc2)C(C(=O)NC2CCCC2)c2ccco2)no1 (centres undefined)	1.1	-1	2	1	8	-7	-5	1.0	0.92
CCN(CC)c1nc2ccccc2nc1-n1nc(C)cc1C	1	2	-3	-1	5	12	0	-0.1	0.95
Cc1nc(-c2ccc(F)cc2)c(CC(=O)N(C)CC(=O)Nc2c(C)cccc2C)s1	1.1	-5	1	-3	-23	8	-5	-1.3	1.2
Cc1ccccc1C(=O)NC(=S)N(C)C1CCCCC1	0.95	-4	-3	1	13	1	5	-0.6	0.87
Cc1ccc(C(=O)CCC(=O)N2CCC(C(N)=O)CC2)cc1	1.1	0	-5	3	14	-1	-12	-0.9	0.86
Cc1ccccc1OCc1nnc(SCC(=O)Nc2c(C)n(C)n(-c3ccccc3)c2=O)n1-c1ccccc1	0.86	0	-4	-2	16	-2	14	-0.9	0.84
COc1ccccc1C(=O)NCc1ccccc1	1.1	0	2	-3	-5	0	-6	0.7	1
Cc1ccccc1CN1CCN(C(C)C(=O)NNC(=O)c2ccc(F)cc2)CC1 (centres undefined)	1.1	3	1	-1	-42	-3	-9	0.0	1.4
Cc1cc(CSc2ccccc2)ccc1NC(=O)c1cccc([N+](=O)[O-])c1	0.91	-1	-6	1	12	-3	9	-6.1	0.88
O=C1C(Cl)=C(NCC2CCCO2)C(=O)N1Cc1ccccc1 (centres undefined)	0.95	-1	-2	-1	-3	-11	5	1.6	1
CC1=CC(=C(C#N)C#N)C=C(C)N1CCN1CCN(C(=O)Nc2cccc(Cl)c2)CC1	0.99	0	-2	0	-6	-5	1	14	1.1
COc1ccccc1-n1c(SCC(=O)Nc2cccc(C)c2)nc2c(c1=O)SCC2	0.98	2	4	-3	4	-6	2	-0.6	0.96
Cc1ccc(S(=O)(=O)N2CCC(C(=O)N3CCCC(C(F)(F)F)C3)CC2)cc1C (centres undefined)	1	-2	-7	1	8	10	0	0.2	0.92
CCn1c(SCC(=O)N/N=C/c2cccs2)nc2ccccc21	0.88	2	2	1	10	-18	12	2.9	0.9
CCc1ccc(NC(=O)C(=O)NCCN2CCN(S(C)(=O)=O)CC2)cc1	0.98	2	-4	-3	6	-8	2	-2.1	0.94
CCOc1ccc(S(=O)(=O)NN=C(C)c2cccnc2)cc1	1	-1	-6	-3	-3	3	-2	0.1	1
O=C(Cc1cccs1)N1CCCC(c2nc3c(nnn3Cc3cccc(Cl)c3)c(=O)[nH]2)C1 (centres undefined)	0.95	6	-3	-1	2	-9	4	0.2	0.98
Cn1c(SCc2ccccc2F)nnc1-c1ccccn1	0.98	1	1	0	-2	0	2	1.6	1
CC(O)[C@H]1CNCCN1CCc1cc(C(F)(F)F)cc(C(F)(F)F)c1 (some centres undefined)	1	3	-2	-5	17	2	0	12	0.83
COc1cc(/C=C2\C(=N)N3N=C(S(C)(=O)=O)SC3=NC2=O)ccc1OS(=O)(=O)c1ccccc1	0.91	2	-1	-2	-23	nt	9	nt	1.2
C/C(=N\N1C(=O)c2ccccc2NC1c1ccco1)c1ccccc1O (centres undefined)	0.95	2	-3	-6	-46	-5	5	0.6	1.5
CCOC(=O)Cn1c(=O)oc2cc(S(=O)(=O)NC(C)(C)CC)ccc21	1.1	-8	-3	-1	-10	-8	-6	0.7	1.1
CC(C)c1ccc(NC(=O)COC(=O)[C@H](CCC(N)=O)NC(=O)c2ccc(F)cc2)cc1	1.2	0	-5	-3	-8	-7	-15	-1.1	1.1
CSCCC(NC(=O)c1ccccc1)C(=O)O (centres undefined)	1	1	0	-3	-4	0	-2	0.2	1
Cc1ccc2nc(SCC(=O)Nc3oc(C)c4c(C)n[nH]c(=O)c34)[nH]c2c1	1	-7	-9	0	0	-1	-1	-1.0	1
CC(=O)N1CCN(S(=O)(=O)c2cccc(C(=O)Nc3ccc(OC(F)F)cc3)c2)CC1	1	-4	-2	0	-9	-5	-1	-1.6	1.1
Cc1ccc(C(C2C(=O)CC(C)(C)CC2=O)C2C(=O)CC(C)(C)CC2=O)s1	1.1	1	-1	0	10	1	-6	0.2	0.9
O=C(CN1C(=O)NC2(CCCCCC2)C1=O)NCc1ccco1	1.1	-3	-7	-4	-6	0	-13	-1.6	1.1
CC(Cc1ccccc1)NC(=O)CN1C(=O)c2ccccc2S1(=O)=O (centres undefined)	0.99	-3	-3	0	-4	7	1	0.1	1
CCc1noc(C)c1C(=O)NNC(=O)c1ccc(N(CC)CC)cc1	1.1	-5	-9	-1	6	3	-13	0.5	0.94
CCN(CC)c1ccc(/C=N/N2C(C)CCCC2C)c(O)c1 (centres undefined)	0.93	0	-6	-1	-18	2	7	0.7	1.2
CCC(C(=O)NCc1ccco1)N(C(=O)CNS(=O)(=O)c1ccccc1)c1ccc(OC)cc1 (centres undefined)	0.9	-1	-1	2	-5	-8	10	-1.3	1.1
COc1ccc(CCNC(=S)NC(=O)c2ccccc2)cc1OC	0.98	0	-5	0	-9	-5	2	-2.8	1.1
CC(=O)C1C(=O)c2c(cccc2[N+](=O)[O-])C1=Nc1ccc(S(N)(=O)=O)cc1 (centres undefined)	0.94	5	14	-4	12	-24	6	2.6	0.88
COCCNC(=O)c1ccc(C(=O)NCCOC)s1	1	-2	-4	-2	-6	12	-1	-1.5	1.1
Cc1ccc(SCC(=O)NNC(=O)c2cncc(Br)c2)cc1	0.96	-4	-5	-4	-24	-4	4	-0.7	1.2
Cc1cc(Oc2ncccc2[N+](=O)[O-])c2cc(Cl)ccc2n1	1	2	3	-2	6	4	-1	2.3	0.94

(continued)
Compound	mIAP act	APOBEC3A inh	A3G deaminase	MIN6 prolif	hIAP inh	ATG4B inh	mIAP inh	MPTP block	hIAP act
COCCNCC(=O)Nc1ccccc1Sc1ccccc1	0.9	2	-3	-3	1	-2	10	1.1	0.99
Cc1cc(C)cc(NC(=S)/C(=C(\[O-])c2ccc(Cl)cc2Cl)[n+]2ccc(C(C)(C)C)cc2)c1	0.94	-9	-6	-2	-1	-1	6	2.2	1
COc1cc(OC)c(C2=NOC(C(=O)Nc3cc(C)nn3-c3ccccc3)C2)cc1Cl (centres undefined)	1	-3	-5	0	8	0	-4	-0.8	0.92
O=C(CC1(O)C(=O)Nc2ccccc21)c1ccc(-n2cnnn2)cc1 (centres undefined)	0.99	-2	-8	-3	6	-6	1	0.5	0.94

Three compounds from above, arranged by SMILES length, smallest number first:
Compound	mIAP act	APOBEC3A inh	A3G deaminase	MIN6 prolif	hIAP inh	ATG4B inh	mIAP inh	MPTP block	hIAP act
O=C(CC1(O)C(=O)Nc2ccccc21)c1ccc(-n2cnnn2)cc1 (centres undefined)	0.99	-2	-8	-3	6	-6	1	0.5	0.94
COc1cc(OC)c(C2=NOC(C(=O)Nc3cc(C)nn3-c3ccccc3)C2)cc1Cl (centres undefined)	1	-3	-5	0	8	0	-4	-0.8	0.92
Cc1cc(C)cc(NC(=S)/C(=C(\[O-])c2ccc(Cl)cc2Cl)[n+]2ccc(C(C)(C)C)cc2)c1	0.94	-9	-6	-2	-1	-1	6	2.2	1
